# High-throughput results: PubChem BioAssay, The Scripps Research Institute Molecular Screening Center
# FBW7 act – human FBW7 E3 ligase activation, primary screen. hit rate 0.13% among 650,000. AlphaScreen FBW7–phospho-cyclin E peptide binding, activator screen. Q969H0. AID 1259310. normalized activity (activation), % at 26.1 µM; in the data active means normalized activity above about 1.9%;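 further: purified mutant Fbw7 with reduced substrate affinity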
# TEAD-YAP block – TEAD-YAP interaction inhibition. inhibition, % at 9.12 µM. AID 1259422. HEK-TIYL cells, TEAD-Gal4/YAP UAS-luciferase luminescence. hit rate 1.4% among 640,000; in the data active means inhibition above about 32%;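 further: 0% = median of test compound wells and 100% = reference inhibitor wells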
# GPR151 ag – human GPR151 activation; AID 1508602; activation, % at 11.2 µM; PathHunter beta-arrestin GPR151 cells, luminescence; Q8TDV0; hit rate 1% among 650,000; in the data active means activation above about 4.9%;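 further: 0% = median of compound wells and 100% = cells with positive control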
# Target sequence (Q8TDV0 whole entry, looked up): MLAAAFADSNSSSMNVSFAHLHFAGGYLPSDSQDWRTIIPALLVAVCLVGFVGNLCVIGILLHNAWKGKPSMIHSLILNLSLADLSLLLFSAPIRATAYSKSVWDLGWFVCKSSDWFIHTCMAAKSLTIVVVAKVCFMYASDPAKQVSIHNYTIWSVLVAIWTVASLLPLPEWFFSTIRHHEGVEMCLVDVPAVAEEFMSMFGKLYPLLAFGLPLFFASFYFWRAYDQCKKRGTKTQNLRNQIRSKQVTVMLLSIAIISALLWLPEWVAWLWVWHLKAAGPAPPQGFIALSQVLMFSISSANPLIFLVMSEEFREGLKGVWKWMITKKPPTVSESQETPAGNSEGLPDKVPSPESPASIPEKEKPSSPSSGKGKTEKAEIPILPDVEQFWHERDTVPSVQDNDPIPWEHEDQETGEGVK
# MITF primary – inhibitors of human MITF. O75030. AlphaScreen MITF homodimerization, bead proximity signal. inhibition, % at 2.6 µM. hit rate 0.91% among 650,000. AID 1259374; in the data active means inhibition above about 50%;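 further: 0% = vehicle wells with protein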
# Target sequence (O75030 whole entry, looked up): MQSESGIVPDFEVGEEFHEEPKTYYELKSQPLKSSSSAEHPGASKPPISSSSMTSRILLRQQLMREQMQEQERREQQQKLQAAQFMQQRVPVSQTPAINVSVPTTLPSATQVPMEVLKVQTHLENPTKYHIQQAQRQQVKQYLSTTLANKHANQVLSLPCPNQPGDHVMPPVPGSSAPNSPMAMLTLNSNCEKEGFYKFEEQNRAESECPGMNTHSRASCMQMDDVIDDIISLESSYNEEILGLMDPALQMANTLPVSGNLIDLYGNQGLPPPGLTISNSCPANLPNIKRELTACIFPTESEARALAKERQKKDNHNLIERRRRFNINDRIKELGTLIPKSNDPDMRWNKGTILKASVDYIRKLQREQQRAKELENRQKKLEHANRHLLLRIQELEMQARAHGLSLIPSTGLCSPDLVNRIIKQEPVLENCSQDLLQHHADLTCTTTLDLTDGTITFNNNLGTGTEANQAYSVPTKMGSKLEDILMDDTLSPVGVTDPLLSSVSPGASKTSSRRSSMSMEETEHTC
# Numbers without * were called inactive; . = no result given.
Molecule	FBW7 act	TEAD-YAP block	GPR151 ag	MITF primary
CCCOC(=O)C1=C(C)NC2=C(C(=O)CC(c3ccc(OC)c(OC)c3)C2)C1c1cccc(Br)c1 (stereo not given)	0.0	38*	-0.3	-3
Cc1cccc(C)c1N1C(=O)c2ccc([N+](=O)[O-])cc2C1=O	-0.1	1	-0.1	1
COc1ccc2oc(=O)c(-c3nnc(-c4cccc([N+](=O)[O-])c4)o3)cc2c1	0.7	6	0.0	3
CN(c1ccc(Br)cc1)c1c(-c2ccccc2)c(=O)c1=O	0.0	-19	0.9	-7
Cc1c(C(=O)OC(C)C#N)oc2c1ccc1ccccc12 (stereo not given)	0.0	-7	1.9	-5
CCc1nnc(NC(=O)c2csc3c2CCC(CC)C3)s1 (stereo not given)	0.4	-3	0.3	4
COc1cc(C(=O)Oc2ccc([N+](=O)[O-])cc2)cc(OC)c1OC	0.0	-2	2.7	10
Cc1nc2cnc(-c3cccc(O)c3)cn2c1NC(=O)c1cccs1	-0.1	-1	3.2	-6
COc1ccc(NC(=O)CN2C(=O)NC(Cc3ccccc3)(c3ccccc3)C2=O)cc1 (stereo not given)	0.1	3	2.9	7
O=c1cc(N2CCc3ccccc3C2)[nH]c(=O)n1-c1ccc(Cl)cc1	0.0	4	0.2	1
Cc1ccc(OCC(=O)N(Cc2ccc(C)o2)C2CCS(=O)(=O)C2)cc1 (stereo not given)	-0.2	0	0.0	7
NC(=NCCc1c[nH]c2ccccc12)NS(=O)(=O)c1cc(F)ccc1F	-0.2	-7	1.1	3
O=C(Nc1ccccn1)c1cc(-c2ccncc2)nc2ccc(Cl)cc12	-0.1	10	-1.0	-2
Cc1ccc(OCCOC(=O)C2COc3ccccc3O2)cc1 (stereo not given)	0.1	18	-0.3	-8
CC(=O)Nc1ccc(C(=S)NCCCN2CCCC2=O)cc1	0.1	1	0.3	-1
COc1ccc(-n2cc(-c3ccccc3)c3c(Nc4cc(OC)c(OC)c(OC)c4)ncnc32)cc1	0.4	12	0.3	4
C/C(=N/Nc1cc(N2CCOCC2)ncn1)c1ccc([N+](=O)[O-])cc1	-0.4	30	0.8	1
Nc1nnc(Cc2ccc([N+](=O)[O-])cc2)s1	-0.1	-7	-0.6	-7
COc1cc(CC(=O)OC2CCOC2=O)cc(OC)c1OC (stereo not given)	0.0	7	1.0	7
O=C(Cc1ccc(F)cc1)OCn1nnc2ccccc2c1=O	0.0	4	-0.7	11

# (cont.)
Molecule	FBW7 act	TEAD-YAP block	GPR151 ag	MITF primary
CC(=O)c1ccc(N2C(=O)C3C4c5ccccc5C(C(C)=O)(c5ccccc54)C3C2=O)cc1 (stereo not given)	-0.3	-2	-1.6	2
NS(=O)(=O)c1ccc(CCNC(=O)c2c(Cl)cccc2Cl)cc1	-0.2	-6	0.6	-5
COc1ccc(-c2csc(/C(C#N)=C/c3cc(Cl)cc(Cl)c3OC)n2)cc1	0.1	1	1.2	-4
COc1ccc(Cn2c(C(=O)O)c(CNCCc3cccs3)c3ccccc32)cc1	-0.1	17	0.6	0
CN1CCN(C(=O)CN2C(=O)CCSc3ccccc32)CC1	-0.1	-1	-0.1	4
CNC(=O)C1CCN(C(=O)N2CCOc3ccccc32)CC1	-0.1	11	-2.7	2
COc1cc(N)c(Cl)cc1C(=O)OCC(=O)NC1CCCCCC1	0.0	-3	-0.3	3
CC(C)C(=O)N1CCC(O)(c2ccc(F)cc2)CC1	0.1	0	0.0	-10
O=C(NC1C2CC3CC(C2)CC1C3)c1cc([N+](=O)[O-])ccc1Cl (stereo not given)	-0.1	5	-0.9	-15
CC(=O)c1cccc(NC(=O)C(C)N(c2cc(C)cc(C)c2)S(C)(=O)=O)c1 (stereo not given)	-0.2	3	-0.7	4
COc1cccc(CN2C(=O)C3C(C(=O)Nc4cccc(OC)c4)C4C=CC3(O4)C2C(=O)NC2CCCCC2C)c1 (stereo not given)	-0.1	-6	-1.4	-17
Cc1ccc(-c2c(C)sc3ncn(CC(N)=O)c(=O)c23)cc1C	-0.1	-1	0.2	-7
O=C1C2CC=CC=C2NC(=S)N1CCc1ccc(Cl)cc1 (stereo not given)	0.0	3	-0.9	0
Cc1sc2ncn(Cc3cccc(F)c3)c(=O)c2c1C	0.0	8	0.6	4
CCSc1nnc(-c2ccc([N+](=O)[O-])cc2)n1CC1CCCO1 (stereo not given)	-0.1	1	0.3	2
Nc1nonc1-c1noc(-c2ccc(COc3cc(Cl)ccc3Cl)cc2)n1	0.0	-2	1.0	-5
O=C(NC1CC1)c1cnc(-c2ccccc2)s1	0.3	-46	-2.5	14
Cc1ccc(-n2c(-c3ccccc3)nc3c(cnn3-c3ccccc3)c2=O)cc1	0.5	8	-0.7	11
Clc1ccc2nc(CSc3nncn3-c3ccccc3)cn2c1	-0.1	1	5.1*	1
O=C1NC2(CCOc3ccccc32)C(=O)N1Cn1nnc2ccccc2c1=O (stereo not given)	0.0	0	-0.5	11

# (further entries)
Molecule	FBW7 act	TEAD-YAP block	GPR151 ag	MITF primary
Cc1cc(Br)ccc1NC(=O)C(=O)NCc1ccccc1	0.0	9	1.5	12
COc1ccc(C[C@@H]2NC(=O)[C@H]3CN(C(=O)c4ccc(-c5ccccc5)cc4)CCN3C2=O)cc1	1.3	10	1.6	21
FC(F)(F)c1cccc(CNc2nc(NCc3ccc4c(c3)OCO4)nc3c2ncn3C2CCCCC2)c1	-0.1	13	1.6	-9
Cc1ccc2c(c1)N(C(=O)CCC(=O)NCc1cccc(Br)c1)CC(C)O2 (stereo not given)	-0.1	1	0.3	10
Cn1c(N2CCCC(C(N)=O)C2)nc2ccccc21 (stereo not given)	0.9	7	-0.1	14
O=C(Nc1cc([N+](=O)[O-])ccc1N1CCCC1)c1ccccc1	0.3	3	1.7	12
Cc1c(C(=O)N=Nc2c(O)[nH]c3ccc([N+](=O)[O-])cc23)nnn1-c1nonc1N	1.4	-3	0.2	1
Cc1cccc(CC(=O)Nc2cnn(-c3cccc(C(=O)Nc4cccc([N+](=O)[O-])c4)c3)c2)c1	0.1	0	1.0	14
CN(CC(=O)NCc1cccnc1)S(=O)(=O)c1cc(Br)cnc1N	0.1	3	0.7	10
C=CCc1c(O)ccc2ccc(=O)oc12	0.1	9	0.1	8
COc1ccccc1NC(=O)c1cc(S(=O)(=O)NCCc2ccc(Cl)cc2)ccc1F	0.0	-2	-0.3	12
O=C(NC1CC1)c1cncc(Nc2ccccn2)c1	-0.1	-2	0.3	-1
CNc1cc(-n2nc(C)cc2-c2ccccc2)ncn1	0.3	-2	1.1	11
CCSc1ccc(NC(=O)c2ccccc2F)nn1	0.0	-40	-2.7	3
O=C(Cn1nnc(-c2ccccc2NC(=O)c2ccc(F)cc2)n1)NCc1ccco1	0.4	15	-0.6	8
COc1ccc(C2C(C#N)=C(N)OC3=C2C(=O)CCC3)c(OC)c1C (stereo not given)	0.2	1	-0.9	47
CCCN1CCN(C(=S)Nc2sc(CC)cc2C(=O)OC)CC1	-0.3	5	3.0	-5
O=C(CCc1ccc2c(c1)CCO2)N1CCN(c2ccc(F)cc2)CC1	-0.2	-11	1.7	-15
COCCOC(=O)C1=C(C)NC2=C(C(=O)CCC2)C1c1ccc(-c2ccccc2)cc1 (stereo not given)	0.1	14	3.4	4
CC(NC(=O)c1ccccc1NC(=O)c1ccccc1)C(=O)O (stereo not given)	-0.1	14	0.9	-10

# Additional records follow:
Molecule	FBW7 act	TEAD-YAP block	GPR151 ag	MITF primary
Cc1ccc(-[n+]2cc(NC(=O)/C(C#N)=C/c3ccccc3)on2)cc1	-0.2	-3	1.1	-8
CSCCC(NS(=O)(=O)c1ccc2c(c1)oc(=O)n2C)C(=O)Nc1cccc(C)c1 (stereo not given)	-0.5	-23	1.9	-1
COc1cc(Cl)c(C2Nc3ccccc3-c3nnc(SC)nc3O2)cc1OC (stereo not given)	-0.1	-18	1.2	-2
Cc1ccccc1NC(=O)CSC(N)=O	0.5	6	-0.7	9
Cc1[nH]n(-c2ccccc2)c(=O)c1C(c1cccc(Br)c1)c1c(C)[nH]n(-c2ccccc2)c1=O	-0.7	1	-1.1	0
Brc1ccc(-c2cn3cccnc3n2)cc1	-0.2	-44	0.1	-2
COC(=O)c1sc2nc(C(F)(F)F)ccc2c1N	0.3	-9	-0.1	-17
COC(=O)COc1ccc([N+](=O)[O-])cc1	-0.1	-17	1.1	6
CN1C(=O)c2ccccc2C(C(=O)NCCCN2CCCC2=O)C1c1c[nH]c2ccccc12 (stereo not given)	-0.1	5	0.8	-7
O=C(c1ccccc1)N1CCC(n2nnc3ccccc32)CC1	0.0	7	-0.7	6
COC(=O)C(=O)Nc1nnc(-c2cccnc2)s1	1.4	11	0.7	3
c1ccc2c(c1)OC1OC2Oc2ccccc21	-0.1	-4	0.1	-6
COCCN1C(=O)N[C@@H](c2ccco2)C(C(=O)OC)=C1C	0.2	.	2.6	-16
N#Cc1cc2c(nc1SCC(=O)c1ccc(Br)cc1)CCCC2	0.1	9	0.0	-2
C/C(=N\N=c1/sc2ccccc2n1C)c1ccc(N2CCOCC2)cc1	0.1	-8	2.7	-6
Cc1ccc(S(=O)(=O)N(C(=O)NC(=O)Nc2ccccc2Cl)c2ccc(Cl)cc2)cc1	0.1	-3	-0.7	5
O=C1CCc2cc(S(=O)(=O)N3CCCNCC3)ccc2N1	-0.1	-4	0.5	1
N=C1N=C2N=CC=CN2Cc2ccccc21	0.1	2	-2.7	12
COc1ccc(C(=O)C(C(c2ccccc2)N2CCOCC2)N2CCOCC2)cc1OC (stereo not given)	0.0	5	-1.3	9
O=C(CCN1C(=O)/C(=C\c2ccco2)SC1=S)Nc1cccc(C(=O)O)c1	-0.1	6	1.1	3

# Further compounds follow:
Molecule	FBW7 act	TEAD-YAP block	GPR151 ag	MITF primary
Cn1ccnc1SCc1cc(=O)c(OC(=O)c2ccc3c(c2)OCO3)co1	-0.1	-5	0.6	-15
CCOC(=O)N1CCC(n2c(SCC(=O)Nc3ccc(OCC)cc3)nc3ccsc3c2=O)CC1	0.0	-9	-0.4	7
Cc1cc(C=C2C(=O)N(C)C(=O)N(C)C2=O)c(C)cc1C=C1C(=O)N(C)C(=O)N(C)C1=O	-0.3	3	0.2	2
COc1ccc(CCn2c(=O)[nH]c3c(C(N)=O)nc(C)nc32)cc1	-0.1	0	-0.5	5
CCc1cc2c(=O)c(-c3ccc4c(c3)OCO4)c(C(F)(F)F)oc2cc1O	0.0	-1	-0.2	-4
CCN(CC)c1ccc(NC(=O)COc2ccc3c(C)cc(=O)oc3c2)cc1	-0.1	7	0.7	11
OC(COc1ccc2ccccc2c1)CN1CCCCC1 (stereo not given)	0.1	3	0.0	-23
C#CCN1C(=O)C(O)(CC(=O)c2cccc([N+](=O)[O-])c2)c2ccccc21 (stereo not given)	0.8	13	-0.6	23
Brc1ccc(-n2cc(-c3ccccc3)c3c(NCc4ccc5c(c4)OCO5)ncnc32)cc1	-0.1	6	-0.3	8
COCCN(CCOC)C(=O)c1ccc(SCc2ccc(C)cc2)c([N+](=O)[O-])c1	0.0	0	3.0	12
COc1ccccc1CN(C)S(=O)(=O)c1cccs1	0.5	-10	0.3	17
Cn1c(SCC(=O)NC2CCCCC2)ncc(C(=O)Nc2ccccc2)c1=O	0.1	-7	0.8	9
COC(=O)CCNC(=O)c1cnn(-c2ncc3c(n2)-c2ccccc2CCC3)c1C1CC1	0.0	-10	0.5	2
O=C(O)CCCCCNc1nc2nc[nH]c2c(=O)[nH]1	-0.1	2	0.1	-4
O=C(O)c1nonc1NCn1nnc2cc([N+](=O)[O-])ccc21	0.0	7	1.7	0
O=C1c2ccccc2-c2ccc(-c3nc(-c4ccccc4)[nH]c3-c3ccccc3)cc21	-0.2	-52	-0.7	-1
NC(=O)c1ccc(-c2nc(Nc3ccc(Oc4ccccc4)cc3)c3[nH]cnc3n2)cc1	0.1	11	3.5	2
COc1ccc(C(CC(=O)O)NS(=O)(=O)c2ccc(C)cc2)cc1 (stereo not given)	-0.1	8	-1.7	11
COc1cc(/C=N/N=C(\N)c2nonc2N)ccc1OCC(N)=O	0.0	-38	-1.6	7
C=CCNC(=O)C(=O)NC1CCCCC1	0.0	-12	1.4	-1

# Among those listed so far, nine contain an aryl thioether with sulfur outside any ring.
Molecule	FBW7 act	TEAD-YAP block	GPR151 ag	MITF primary
CCSc1nnc(-c2ccc([N+](=O)[O-])cc2)n1CC1CCCO1 (stereo not given)	-0.1	1	0.3	2
Clc1ccc2nc(CSc3nncn3-c3ccccc3)cn2c1	-0.1	1	5.1*	1
CCSc1ccc(NC(=O)c2ccccc2F)nn1	0.0	-40	-2.7	3
COc1cc(Cl)c(C2Nc3ccccc3-c3nnc(SC)nc3O2)cc1OC (stereo not given)	-0.1	-18	1.2	-2
N#Cc1cc2c(nc1SCC(=O)c1ccc(Br)cc1)CCCC2	0.1	9	0.0	-2
Cn1ccnc1SCc1cc(=O)c(OC(=O)c2ccc3c(c2)OCO3)co1	-0.1	-5	0.6	-15
CCOC(=O)N1CCC(n2c(SCC(=O)Nc3ccc(OCC)cc3)nc3ccsc3c2=O)CC1	0.0	-9	-0.4	7
COCCN(CCOC)C(=O)c1ccc(SCc2ccc(C)cc2)c([N+](=O)[O-])c1	0.0	0	3.0	12
Cn1c(SCC(=O)NC2CCCCC2)ncc(C(=O)Nc2ccccc2)c1=O	0.1	-7	0.8	9
